NPR1 activator = GC-A (human) enzyme activation. P16066. HEK293 GC-A cells, cGMP TR-FRET, EC30 ANP; 0% at EC30 ANP, 100% saturating ANP. activation, % at 10 µM. 370,000 compounds, 0.14% hits; in the data active = activation above about 40%
SMARCA2 activ = SMARCA2 function activation, primary screen | 370,000 compounds, 1% hits | activation, % at 9.1 µM | MG213 cells, MMTV-luciferase reporter, dexamethasone, overnight; in the data active = activation above about 7.8%;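 also: 0% = vehicle wells and 100% = reference activator wells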
NPR2 activator = GC-B (human) receptor activation. AID 1920062. activation, % at 10 µM. 370,000 compounds, 0.11% hits. HEK293-GC-B cells, CNP EC30, cGMP TR-FRET; 0% at EC30 CNP, 100% saturating CNP;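 active = activation at 10 µM reaching about 35% in either raw or pattern-adjusted values, limit read from the data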
GAA850 FXN act = activators of GAA850 frataxin (FXN) promoter; 360,000 compounds, 0.56% hits; AID 540364; activation, % at 6 µM; HEK293 lucGAA850 FXN promoter luciferase reporter, 24 h; percent of 10 µM SAHA response;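 active = activation above the average of all compounds screened plus 3 SD, cutoff fixed separately per campaign, cut at about 7.5% in these data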;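 also: 0% = DMSO wells and 100% = 10 µM SAHA wells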
ssDAF12 agonist = activates DAF-12 receptor from parasite S. stercoralis | HEK293 ssDAF-12/GRIP1 lit1-tk-luc reporter, luminescence; % of 3 µM dafachronic acid response | activation, % at 6.8 µM | 370,000 compounds, 1% hits;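 active = activation above the mean over all tested compounds plus 3 SD, cut at about 0.9% in these data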;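 also: 0% = DMSO-only wells and 100% = 3 µM delta7-dafachronic acid wells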
DAX1 inh-1 = blocks DAX1 repression of SF-1 activated StAR promoter; inhibition, % at 6.8 µM; AID 652010; HEK293T StAR-luciferase reporter, SF-1/DAX-1 repression relief; 370,000 compounds, 1.1% hits;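 active = inhibition above the mean over all tested compounds plus 3 SD, cut at about 3.6% in these data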;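 also: 0% = DAX-1 cells with DMSO and 100% = cells lacking DAX-1 with DMSO; higher inhibition means more luminescence from relief of DAX-1 repression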
KLK7 zymogen act = activates the human kallikrein-7 zymogen. 370,000 compounds, 0.9% hits. activation, % at 7 µM. purified proKLK7, EDANS-DABCYL substrate fluorescence; 100% is mature enzyme control, 0% vehicle. P49862;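 active = activation above the mean of all tested compounds plus 3 SD, computed per campaign excluding outliers beyond control limits, cut at about 13% in these data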
Target sequence (P49862 whole entry, looked up): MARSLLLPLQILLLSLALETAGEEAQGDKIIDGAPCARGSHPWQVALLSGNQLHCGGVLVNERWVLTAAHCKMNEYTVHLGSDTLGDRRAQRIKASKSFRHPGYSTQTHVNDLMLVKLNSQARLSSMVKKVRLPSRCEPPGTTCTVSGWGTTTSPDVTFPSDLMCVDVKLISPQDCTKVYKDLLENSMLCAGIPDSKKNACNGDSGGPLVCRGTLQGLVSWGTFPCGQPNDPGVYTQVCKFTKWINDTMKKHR
hcDAF-12 act = activators of H. contortus DAF-12 nuclear receptor | HEK293 hcDAF-12 lit1-tk-luc reporter, luminescence; 0% DMSO, 100% Δ7-dafachronic acid | activation, % at 6.8 µM | 370,000 compounds, 1.4% hits | AID 652067;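 active = activation above the mean of all tested compounds plus 3 SD, cut at about 5.5% in these data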;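 also: 100% = response to 3 µM Δ7-dafachronic acid high control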
DAX1 inh-2 = NR0B1 (DAX1) inhibition; HEK293 Gal4-DAX1 luciferase reporter, luminescence; AID 504766; 340,000 compounds, 0.99% hits; inhibition, % at 6.75 µM;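 active = inhibition above the mean over all tested compounds plus 3 SD, cut at about 4.2% in these data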;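 also: 0% = DAX1-transfected cells with DMSO and 100% = empty-vector control cells with DMSO; inhibition shows as a rise in luminescence from relieved DAX1 repression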
Target sequence (P51843 207-470 limits assumed): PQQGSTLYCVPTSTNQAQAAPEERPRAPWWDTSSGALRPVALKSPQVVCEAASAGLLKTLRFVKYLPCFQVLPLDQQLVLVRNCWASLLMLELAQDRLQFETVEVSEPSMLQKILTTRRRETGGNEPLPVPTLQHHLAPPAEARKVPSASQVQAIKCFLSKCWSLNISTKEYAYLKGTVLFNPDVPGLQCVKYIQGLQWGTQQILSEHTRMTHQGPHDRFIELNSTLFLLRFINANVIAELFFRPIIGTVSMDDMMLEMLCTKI
sPLA2-III inh = Blocks human group III sPLA2 activity. Q9NZ20. QFRET BODIPY PC-A2 liposome hydrolysis, fluorescence. inhibition, % at 12.2 µM. 370,000 compounds, 0.56% hits;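 active = inhibition above mean plus 3 SD of compounds lying within the high and low control bounds, cut at about 19% in these data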;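 also: 0% = median of test compound wells and 100% = no enzyme DMSO wells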
Target sequence (Q9NZ20 whole entry, looked up): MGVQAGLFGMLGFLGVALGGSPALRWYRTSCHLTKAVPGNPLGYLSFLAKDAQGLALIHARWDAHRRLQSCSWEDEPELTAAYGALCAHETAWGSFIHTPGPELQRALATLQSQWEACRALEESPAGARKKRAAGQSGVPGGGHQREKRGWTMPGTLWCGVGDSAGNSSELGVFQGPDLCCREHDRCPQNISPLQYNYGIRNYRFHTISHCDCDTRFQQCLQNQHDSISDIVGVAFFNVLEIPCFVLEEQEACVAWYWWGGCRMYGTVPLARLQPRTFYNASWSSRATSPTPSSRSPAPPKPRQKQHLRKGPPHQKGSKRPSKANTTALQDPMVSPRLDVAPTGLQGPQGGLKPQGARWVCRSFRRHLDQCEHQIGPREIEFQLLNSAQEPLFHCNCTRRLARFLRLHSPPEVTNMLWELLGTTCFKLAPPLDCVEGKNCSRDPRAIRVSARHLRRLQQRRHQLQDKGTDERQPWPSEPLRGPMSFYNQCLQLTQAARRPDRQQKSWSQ
hgDAF-12 ag = activates the H. glycines DAF-12 receptor ligand-binding domain | HEK293 GAL4-hgDAF12 UAS-luciferase reporter, agonist luminescence; normalized to butyrate control | activation, % at 6.8 µM | 370,000 compounds, 1.8% hits | AID 687014;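 active = activation above a cutoff set at the mean of all screened compounds plus 3 SD, cut at about 10% in these data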;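 also: 0% = DMSO wells and 100% = sodium butyrate wells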
An asterisk follows results filed as active; nt = not tested or not shown.

SMILES,NPR1 activator,SMARCA2 activ,NPR2 activator,GAA850 FXN act,ssDAF12 agonist,DAX1 inh-1,KLK7 zymogen act,hcDAF-12 act,DAX1 inh-2,sPLA2-III inh,hgDAF-12 ag
Cc1c(NS(=O)(=O)c2cc(C(=O)NCC3CCCO3)cc(Cl)c2Cl)c(=O)n(-c2ccccc2)n1C (stereo not given),-2,-1,-2,-0.2,-1.0,0.3,-0.4,1.2,0.7,-1,0.3
C[C@H](O)C#Cc1ccc2c(c1)O[C@@H](CN(C)Cc1ccc(-c3ccccc3)cc1)[C@H](C)CN([C@@H](C)CO)S2(=O)=O,-4,1,3,-3.6,-0.9,2.3,0.4,-3.2,0.8,-16,-2.8
OC[C@@H]1CN(Cc2ccccc2)C[C@H](n2cnc3c(N4CCOCC4)ncnc32)O1,-6,-2,-3,-0.7,-1.1,1.0,0.0,0.8,nt,-1,-1.0
COc1cccc2c1c(NC(=O)c1cc(C)on1)nn2C,4,-2,-3,2.2,-0.6,-0.1,0.2,1.1,3.8,4,0.3
Cc1nn(C)c(C(=O)NNC(=S)Nc2ccc(Cl)cc2)c1[N+](=O)[O-],2,-4,0,0.7,-0.1,-1.0,-0.1,0.5,-0.7,-8,-1.2
O=C(NCc1ccccc1F)C(=O)NCC1OCCCN1S(=O)(=O)c1cccs1 (stereo not given),4,3,6,-1.4,-1.2,0.8,0.1,-0.8,0.1,11,-0.1
COc1cccc(OC)c1C(=O)Nc1ccncc1,1,-6,5,0.5,-1.9,-0.4,-0.4,-0.8,-0.3,14,-0.4
COCCn1c(N)c(NCc2ccccc2)c(=O)n(CC(=O)Nc2cc(C)ccc2C)c1=O,-4,1,-3,-0.6,-1.3,-0.3,0.3,-0.7,-1.2,5,-1.6
O=[N+]([O-])c1ccc(Sc2ccccc2Cl)nc1,2,0,2,3.0,-0.8,-0.3,-0.4,-1.8,0.9,2,0.8
CCOc1ccccc1NC(=O)Nc1cccc(S(N)(=O)=O)c1,-2,-3,2,-0.1,-1.4,-0.3,0.2,-1.2,nt,12,-1.7
CC12CCC(=O)C=C1CCC1C2C(O)CC2(C)C1CCC2(O)C(=O)COC(=O)COCC(=O)O (stereo not given),3,-4,1,6.9,-1.3,0.3,0.1,-1.4,1.0,8,-4.2
NC(=O)[C@H]1CC2(CC(c3cccc(NC(=O)COc4ccc(Cl)cc4)c3)=NO2)CN1C(=O)Cc1ccc([N+](=O)[O-])cc1 (stereo not given in full),3,-1,-1,1.2,-2.4,-2.2,0.4,-4.6,-4.7,-46,-9.3
CCn1nnnc1SCC(=O)N1c2ccccc2NC(=O)CC1C (stereo not given),1,-2,-5,1.6,-0.6,-1.4,-0.2,-1.1,0.0,0,-2.1
CCOc1ccc(OCCCC(=O)NCCc2ccc(OC)cc2)cc1,-1,-2,2,-0.7,-1.5,-4.4,1.1,-1.8,1.5,-6,-0.5
C=CC(=O)N1C/C(=C/c2ccc(F)cc2)C(=O)/C(=C\c2ccc(F)cc2)C1,9,-11,6,-14,-3.3,-7.2,0.2,-8.0,-5.8,-13,-16
COc1ccc(/C=C/c2nnc(NC(=O)COc3cccc(C)c3)s2)cc1,-2,-4,-1,4.3,-1.0,-0.1,-2.1,0.7,0.3,-1,-2.4
O=C(CSc1ccccc1)NCCc1ccccc1,4,1,0,3.1,-1.5,0.5,0.2,0.5,5.6*,3,6.5
COc1ccccc1-c1cn[nH]c(=S)n1,-3,-1,5,-0.3,-0.7,-0.8,0.3,-0.5,0.3,-6,-2.1
O=C(c1ccncc1)N1CC[C@H]2[C@H](CCCN2Cc2ccccc2)C1,-2,0,2,nt,-1.1,0.6,-0.1,-2.3,nt,1,2.2
Cc1ccc(CN(C)C(=O)c2ccccc2Oc2ccccc2)o1,1,-2,-5,-0.1,-1.4,-0.1,-0.4,0.5,0.2,-11,-2.2
Cc1cc(C(C)(C)C)cc(S(=O)(=O)Nc2cccc(C(=O)O)c2)c1C,1,2,2,-0.3,-0.9,0.0,-0.4,-1.4,-0.9,-24,2.6
COc1ccc(NC(=O)CNC(=O)Cc2cccc3ccccc23)cc1,-2,-2,-2,-1.1,-1.5,-0.6,0.6,-1.1,-0.1,2,1.2
COC(=O)C(C)n1cnc2c(cnn2-c2ccc(Cl)cc2)c1=O (stereo not given),4,3,-9,-0.4,-0.8,0.5,-0.3,1.4,0.0,1,3.0
CC1(c2nnc(-c3cccc(Cl)c3)o2)CC(c2ccc(Cl)cc2)=NO1 (stereo not given),2,0,-1,0.5,-0.8,-0.7,0.0,0.8,0.2,-10,0.2
C/C(=N/NC(=O)CNc1ccc(C)cc1)c1ccc(Br)s1,-2,-2,-5,1.7,-0.6,0.3,0.1,0.0,-0.5,-1,1.8
CCN(c1ccccc1)S(=O)(=O)c1ccc2c(c1)CC(C)N2C(=O)C1CC1 (stereo not given),0,-1,2,0.6,-1.3,-0.5,0.3,-1.8,-0.7,0,-1.6
COc1ccccc1N/N=C/c1ccc2c(c1)OCO2,-2,-6,-5,-7.3,-2.0,-2.5,-0.4,-4.2,-1.8,0,-11
Cc1cc(C)c2c(=O)n3c(nc2c1)C(Cc1ccc(O)cc1)NC(=O)c1cc2ccccc2cc1-3 (stereo not given),-5,-7,5,-13,-0.9,0.7,-2.1,-2.7,1.9,-20,-1.0
O=C1CCCc2oc3c(cc(NS(=O)(=O)c4ccc5c6c(cccc46)C(=O)N5)c4ccccc43)c21,12,-1,15,4.7,-0.8,-1.2,26*,-1.7,-2.2,-54,-2.6
N#Cc1ccccc1S(=O)(=O)N1CCC(C(=O)Nc2cccc(C(=O)NC3CC3)c2)CC1,4,-3,4,0.7,-0.9,-0.7,0.8,-1.2,-1.5,-6,1.9
Cc1ccccc1C(=O)Nn1cnnc1,2,0,-8,1.5,-0.8,-0.4,0.4,0.0,1.3,1,-0.1
Cc1cccc(Oc2coc3cc(OC(=O)c4cc5ccccc5oc4=O)ccc3c2=O)c1,-4,4,-1,0.5,-0.3,0.9,-6.1,1.9,1.4,-7,6.0
Cc1ccc(/C=C2\SC(N3CCN(C(c4ccccc4)c4ccccc4)CC3)=NC2=O)o1,-31,0,-6,-0.2,-1.5,-0.3,-1.2,0.2,-1.9,7,-2.1
Cc1ccc(C2=NN(C(=O)CN3C(=O)c4ccccc4S3(=O)=O)C(c3ccco3)C2)cc1 (stereo not given),3,3,-4,2.5,-1.2,0.4,0.2,-0.4,0.5,-1,2.2
CC(C)C[C@H]1CN(CCCC[C@H]2CNC(=O)C(=O)N2CC2CCCCC2)C(=O)C(=O)N1Cc1ccccc1,6,-3,0,nt,-0.6,-0.8,0.0,-2.5,nt,-3,1.1
O=C(c1cccc(S(=O)(=O)N2CCCC2)c1)N1CCN(S(=O)(=O)c2cccc(Cl)c2)CC1,2,-4,1,2.4,-0.8,-1.7,0.7,-0.9,-0.9,5,-2.2
CCOC(=O)C1(CCOC)CCN(C/C=C/c2ccccc2OC)CC1,1,-3,-3,-2.0,-1.4,-1.0,-0.6,-2.3,-2.0,-6,-2.7
CCOc1ccc(NC(=O)c2ccccc2NC(=O)CN(C)CC(=O)Nc2ccc(C)cc2)cc1,6,-2,2,-0.2,-1.6,-0.7,0.0,-2.9,-0.1,-21,-4.3
C=C1[C@@H](O)[C@H](Cc2ccccc2)N(Cc2ccccc2Br)S1(=O)=O,-11,-2,-11,-0.9,-1.8,-1.3,0.4,-3.7,-3.0,-20,-6.6
O=C1c2ccc(-c3nc4ccccc4o3)cc2C(=O)N1Cc1cccnc1,-3,-2,-1,nt,-1.6,1.0,-0.6,0.3,nt,5,2.2
CCc1cc(CNC(=O)c2cccc(OC3CCN(S(C)(=O)=O)CC3)c2)on1,-2,-3,2,-0.2,-1.4,-5.2,-0.6,-4.3,-1.2,5,-4.4
COc1ccccc1-n1c(SCC(N)=O)nnc1-c1ccccc1,-3,0,-2,2.9,-0.9,0.9,0.0,-0.2,-0.2,4,-2.0
COC(=O)c1ccc2nc(NC(=O)CCS(=O)(=O)c3ccccc3)sc2c1,-1,0,-3,4.3,-1.2,-1.8,0.6,1.3,-0.4,5,3.0
COc1ccc(NC(=O)CSc2nnc(CNC(=O)c3ccco3)o2)cc1,0,-2,4,-0.2,-0.1,0.5,0.0,0.9,0.4,10,-6.5
O=S1(=O)N=C(Nc2nc3c(s2)CCCC3)c2ccccc21,2,6,5,5.9,0.1,2.8,0.6,4.8,0.8,3,11*
COCCCN1C(=O)C(=O)/C(=C(/O)c2ccc(OC)cc2)C1c1ccc(O)c(OC)c1 (stereo not given),2,0,-2,-3.4,-1.0,-0.6,-0.2,-0.9,-0.1,9,0.0
Cc1ccc(N2C(=N)SCC2=O)cc1Cl,-1,7,0,-0.7,-1.4,-0.4,0.1,-0.9,2.3,-19,-0.6
O=C(O)CCC(=O)NNC(=O)c1cccc(Cl)c1,3,-3,2,1.1,-1.1,-0.4,-0.6,1.1,-0.2,16,2.0
COc1ccc(/C=N/NC(=O)c2ccc(Br)cc2)cc1CN1CCOCC1,0,2,-2,0.0,-0.5,0.0,0.1,-0.7,-1.2,-2,0.5
Oc1ccc(Cl)cc1-c1cc(-c2cccc(Br)c2)n[nH]1,-1,-1,-7,2.1,-0.3,-0.9,0.4,2.2,0.4,-60,3.0

Later entries:
SMILES,NPR1 activator,SMARCA2 activ,NPR2 activator,GAA850 FXN act,ssDAF12 agonist,DAX1 inh-1,KLK7 zymogen act,hcDAF-12 act,DAX1 inh-2,sPLA2-III inh,hgDAF-12 ag
O=C(c1cc(-c2ccc(Cl)cc2)on1)N1CCN(c2ccc(F)cc2)CC1,-3,-2,1,0.3,-1.4,0.2,-0.4,-0.9,-0.8,3,1.5
CC(=O)NC12CC3CC(C1)CC(C(=O)Nc1nccs1)(C3)C2,2,1,1,-0.6,-1.0,0.9,-0.1,3.5,0.6,6,-2.2
CCn1c(C(C)NC(=O)c2ccc(OC)c(OC)c2)nc2ccccc21 (stereo not given),1,-3,-5,-0.7,-1.4,-0.8,0.0,-1.9,-0.1,5,-2.0
Cc1cccc(C)c1Nc1c(-c2ccc(N3CCOCC3)cc2)nc2ncccn12,5,0,2,-2.5,-1.6,-0.6,-3.6,-1.6,-1.1,2,0.3
Cc1ccc(OCCCC(=O)Nc2ccc(N3CCOCC3)cc2)c(C)c1,0,-2,-6,0.7,-1.7,-1.0,-0.1,-2.1,-0.8,4,-1.0
CCOc1ccc(CN(C)Cc2cc(=O)oc3cc(C)c(Cl)cc23)cc1,-6,2,-1,-0.2,-1.3,-0.5,0.0,1.1,1.0,-5,-1.7

From PubChem
